# From PubChem
# GRK2 aptamer HTS: human GRK2 inhibition via aptamer displacement; 330,000 tested, 0.59% active; inhibition of aptamer binding, % at 10 µM; P25098; bead flow cytometry, FAM-aptamer displacement from GRK2;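 active = inhibition of aptamer binding above 40%, roughly 3 SD of noise, on plates passing a quality check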;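 also: median bead fluorescence of bound FAM aptamer so fluorescent compounds give negative values; no value below 0 was filed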
# Target sequence (P25098 whole entry, looked up): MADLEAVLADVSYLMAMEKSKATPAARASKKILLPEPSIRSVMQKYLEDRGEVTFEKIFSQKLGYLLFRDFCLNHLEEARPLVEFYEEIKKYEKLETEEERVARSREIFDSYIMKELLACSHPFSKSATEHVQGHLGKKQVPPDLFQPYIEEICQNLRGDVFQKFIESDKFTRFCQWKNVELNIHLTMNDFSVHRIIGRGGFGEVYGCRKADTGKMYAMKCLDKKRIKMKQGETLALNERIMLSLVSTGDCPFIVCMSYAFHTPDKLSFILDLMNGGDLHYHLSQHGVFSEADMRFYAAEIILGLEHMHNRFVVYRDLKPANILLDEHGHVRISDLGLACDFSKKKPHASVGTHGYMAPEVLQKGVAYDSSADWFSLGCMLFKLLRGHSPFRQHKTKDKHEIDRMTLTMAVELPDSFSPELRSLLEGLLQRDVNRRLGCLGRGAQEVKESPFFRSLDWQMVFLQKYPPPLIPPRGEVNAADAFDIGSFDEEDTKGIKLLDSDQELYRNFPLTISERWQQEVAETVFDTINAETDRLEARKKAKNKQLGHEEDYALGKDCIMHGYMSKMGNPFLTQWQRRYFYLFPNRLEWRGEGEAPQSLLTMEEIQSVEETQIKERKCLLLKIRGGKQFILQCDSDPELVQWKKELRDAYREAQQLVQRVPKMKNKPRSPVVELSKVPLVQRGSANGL
# LAP4 TOR yeast: alters LAP4-GFP fluorescence in TOR pathway yeast screen. S. cerevisiae LAP4-GFP multiplex, flow cytometry GFP, 3 h; median GFP as percent of DMSO wells. GFP response vs DMSO, % at 10 µM. 320,000 tested, 0.34% active. AID 2023;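 active = GFP response vs DMSO above a set limit, about the screen mean plus 3 SD, cut at about 150% in these data; inconclusive = under 70 cell events counted for the yeast strain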
# JMJD2C inh: blocks human GASC-1 demethylase activity. Q9H3R0. GST-JMJD2C(1-420) H3K9me3 demethylation, DELFIA europium. inhibition, % at 2.35 µM. 330,000 tested, 0.069% active;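 active = more than half of a compound's replicate wells show inhibition beyond 50%, single wells judged on their own value; inconclusive = some, but no more than half, of replicates pass 50% inhibition; inactive = no replicate passes 50% inhibition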;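 also: signal counts dimethyl H3K9 product captured on neutravidin plate; 0% = median of DMSO wells and 100% = 0.3 times that DMSO median; strong numbers were not always called active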
# Target sequence (Q9H3R0 1-420 limits assumed): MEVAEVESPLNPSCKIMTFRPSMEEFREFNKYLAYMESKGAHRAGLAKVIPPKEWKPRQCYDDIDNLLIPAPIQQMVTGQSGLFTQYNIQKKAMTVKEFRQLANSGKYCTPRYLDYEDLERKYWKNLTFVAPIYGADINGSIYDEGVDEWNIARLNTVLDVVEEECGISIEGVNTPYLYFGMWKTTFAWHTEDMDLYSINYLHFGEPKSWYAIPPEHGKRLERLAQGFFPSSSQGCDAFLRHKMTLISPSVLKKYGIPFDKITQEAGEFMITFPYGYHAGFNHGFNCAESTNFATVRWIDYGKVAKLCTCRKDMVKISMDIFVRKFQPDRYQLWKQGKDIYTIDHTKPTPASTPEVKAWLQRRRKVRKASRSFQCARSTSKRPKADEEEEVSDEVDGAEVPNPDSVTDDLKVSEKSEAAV
# RPL19A TOR yeast: yeast TOR pathway RPL19A-GFP modulation; S. cerevisiae RPL19A-GFP strain, flow cytometry, 3 h; active compounds read low; percent response vs DMSO, % at 10 µM; 330,000 tested, 0.3% active; AID 2025;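 active = percent response vs DMSO below 50%; inconclusive = fewer than 70 events counted for the yeast strain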;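 also: median channel GFP fluorescence of the barcoded RPL19A-GFP strain; ratio of sample median GFP to plate DMSO average so 100% = DMSO; lower means less RPL19A-GFP as with rapamycin TOR inhibition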
# AGP1 TOR yeast: yeast TOR pathway AGP1-GFP modulation | S. cerevisiae AGP1-GFP multiplex flow cytometry, 3 h; GFP as percent of DMSO wells | GFP response vs DMSO, % at 10 µM | 320,000 tested, 0.02% active;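 active = GFP response relative to DMSO above a set limit, near screen average plus 3 SD, cut at about 150% in these data; inconclusive = fewer than 70 cells counted for the yeast strain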;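 also: median GFP channel fluorescence of the gated AGP1 strain per well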
# VLA-4 inh: inhibition in a human VLA-4 binding assay | VLA-4 expressing cells, ligand binding flow cytometry | inhibition, % (about 7 µM as worked out from the volumes in the protocol) | P13612 | AID 2557 | 330,000 tested, 0.2% active; in the data active = inhibition above about 50%
# CIT2-GFP yeast: alters CIT2-GFP fluorescence in TOR pathway yeast screen. S. cerevisiae CIT2-GFP strain, flow cytometry, 3 h; 100 means same as DMSO wells. GFP response vs DMSO, % at 10 µM. 320,000 tested, 0.065% active;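 active = GFP response relative to DMSO above a set limit, near the screen mean plus 3 SD, cut at about 150% in these data; inconclusive = Fewer than 70 cells measured for a yeast strain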;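 also: ratio of well median GFP fluorescence to mean of DMSO wells on the plate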
# MEP2 TOR yeast: alters MEP2-GFP fluorescence in TOR pathway yeast screen; S. cerevisiae MEP2-GFP strain, flow cytometry GFP, 3 h; 100% = DMSO control level; GFP response vs DMSO, % at 10 µM; 330,000 tested, 0.51% active; AID 2016;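 active = GFP response versus DMSO above a set limit, roughly screen mean plus 3 SD, cut at about 180% in these data; inconclusive = fewer than 70 cells counted for a yeast strain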;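 also: median GFP fluorescence of the barcode-gated MEP2-GFP cells per well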
# The depositor's hits bear a star; ? = inconclusive; / = not tested or not shown.
GRK2 aptamer HTS	LAP4 TOR yeast	JMJD2C inh	RPL19A TOR yeast	compound	AGP1 TOR yeast	VLA-4 inh	CIT2-GFP yeast	MEP2 TOR yeast
1	89	-3	101	CC1CCCC(NC(=O)CN(C)S(=O)(=O)c2cnc[nH]2)C1C (stereo not drawn)	92	1	82	91
0	119	-3	97	CCOC(OCC)c1cc2ccccc2cn1	103	-5	97	117
0	107	0	101	CC(C)N(Cc1nnc(-c2ccc(Cl)cc2)o1)C(=O)C1=COCCO1	108	4	103	99
1	102	-5	100	COc1ccc([N+](=O)[O-])cc1NS(=O)(=O)c1cc(C(=O)N2CCN(C)CC2)ccc1OC	104	15	93	103
0	105	1	98	COCC(C)NC(=O)C1CC(c2cccc(Br)c2)=NO1 (stereo not drawn)	98	-8	96	107
2	95	-2	98	COc1ccc(-c2c(C#Cc3ccsc3)c3cc(-c4ccc(OC)c(F)c4)ccc3n2C)cc1	99	22	89	101
1	95	5	95	CCCc1nnc2n1N=C(c1ccc(OC)c(OC)c1)CS2	94	6	95	99
0	86	4	100	CCC(=O)N(C1=C(NC(C)C)C(=O)c2ccccc2C1=O)C(C)C	103	3	107	103
0	95	-6	96	CC(C)CNC(=O)NC(=O)COc1c(F)c(F)cc(F)c1F	96	7	96	100
0	130	12	97	CC(C)(O)c1[nH]c2cc(C(F)(F)F)ccc2c1C(C)(C)O	86	11	89	102
0	104	-2	101	FC(F)(F)c1nnc2n1N=C(c1ccccc1)CS2	97	8	104	110
0	94	-14	101	Cc1cccc(NC(=O)c2cc[n+]([O-])cc2)c1C	96	1	101	101
1	105	-3	101	CCn1c(C)nc2cc(C(=O)N/N=C/c3ccccc3C)ccc21	103	16	104	109
2	107	8	99	COc1ccccc1N1CCN(S(=O)(=O)c2ccc3c(c2)NC(=O)C(C)S3)CC1 (stereo not drawn)	109	-7	103	104
1	104	8	106	O=C(CN1C(=O)NC2(CCOc3ccccc32)C1=O)Nc1ccc(F)c(F)c1F (stereo not drawn)	111	-15	106	106
0	106	3	101	CCOC(=O)CC1C(=O)NCCN1C(=O)c1c(F)cccc1F (stereo not drawn)	100	-1	100	100
0	99	0	100	COc1ccc(NC(=O)CN2C(=O)/C(=C3\SC(=S)N(C4CCS(=O)(=O)C4)C3=O)c3ccccc32)cc1 (stereo not drawn)	100	1	97	98
3	109	-10	103	Cc1sc2nc(CSc3ccccc3)nc(N3CCC(C(N)=O)CC3)c2c1C	108	17	103	104
0	89	-6	97	Cc1cc(C)c(C(=O)CSc2nnc(N)s2)c(C)c1	95	22	96	95
0	94	6	104	CCOc1ccc(NC(=O)CC2C(=O)N(c3ccc(OC)c(Cl)c3)C(=S)N2C2CC2)cc1 (stereo not drawn)	99	-2	96	101
6	109	-5	100	CC(C)c1ncc(C(O)c2ccccc2)n1C (stereo not drawn)	104	-2	100	104
34	99	-16	98	COc1ccccc1/C=C/C(=O)Nc1cccc(C(C)=O)c1	90	16	91	90
0	106	-4	93	COc1ccc(OCC(=O)C2CC2)c(C#N)c1	104	-5	95	91
0	97	6	102	COc1ccc(C(=O)CSc2nnc(-c3ccoc3C)n2CC2CCCO2)cc1 (stereo not drawn)	104	5	102	102
/	93	-21	96	CC(C)c1cc(C(C)C)c(S(=O)(=O)N2CCNCC2)c(C(C)C)c1	97	1	88	93
3	105	-6	100	CCOc1ccc2nc(NC(=O)COC)sc2c1	95	-4	95	105
3	100	-3	93	COC(=O)c1cc2c(ccn2-c2ccc(F)cc2)n1CC(=O)OC(C)C	93	-5	90	90
0	96	-4	101	COc1ccc(-c2csc(=Nc3ccccc3)n2CCO)cc1	98	8	100	103
0	89	-5	96	COc1ccc(CN2CCNC(=O)C2CC(=O)N(C)Cc2nccn2C)cc1OC (stereo not drawn)	97	5	95	96
0	101	-8	100	CCSCCOC(=O)C1=C(C)NC2=C(C(=O)CCC2)C1c1coc2ccccc2c1=O (stereo not drawn)	103	-125	109	106
0	96	0	99	Nc1ccc(NC(=O)c2ccco2)c(Cl)c1	98	14	96	100
3	?	1	?	CC(C)c1ccc(C(C(=O)NC2CCCC2)N(C(=O)CNC(=O)c2ccco2)c2cccnc2)cc1 (stereo not drawn)	?	12	?	?
3	104	2	97	Cc1cccc(NC(=O)c2ccc3c(=O)n4c(nc3c2)CCCCC4)n1	103	-3	111	97
0	91	1	98	Cc1nnc(SCCCn2c(N3CCN(c4ccccc4)CC3)nc3c2c(=O)[nH]c(=O)n3C)s1	102	-1	103	94
1	104	-6	90	CCCCNC(=O)CNC(=S)N(Cc1ccccc1)Cc1cccs1	86	2	88	100
0	99	19	106	COc1ccc(/C=N/NC(=O)c2cc(-c3cccnc3)nc3ccccc23)c(OC)c1	96	22	100	101

# Rewritten with two lines to a compound: four of the compounds above
# Order of values – GRK2 aptamer HTS, LAP4 TOR yeast, JMJD2C inh, RPL19A TOR yeast, AGP1 TOR yeast, VLA-4 inh, CIT2-GFP yeast, MEP2 TOR yeast
> COc1ccc(-c2csc(=Nc3ccccc3)n2CCO)cc1
 : 0, 96, -4, 101, 98, 8, 100, 103
> CCCCNC(=O)CNC(=S)N(Cc1ccccc1)Cc1cccs1
 : 1, 104, -6, 90, 86, 2, 88, 100
> CCSCCOC(=O)C1=C(C)NC2=C(C(=O)CCC2)C1c1coc2ccccc2c1=O (stereo not drawn)
 : 0, 101, -8, 100, 103, -125, 109, 106
> CCOc1ccc2nc(NC(=O)COC)sc2c1
 : 3, 105, -6, 100, 95, -4, 95, 105

# (listing goes on)
GRK2 aptamer HTS	LAP4 TOR yeast	JMJD2C inh	RPL19A TOR yeast	compound	AGP1 TOR yeast	VLA-4 inh	CIT2-GFP yeast	MEP2 TOR yeast
0	107	7	99	CCC(C)c1ccccc1NC(=O)c1[nH]c(C)c(C(C)=O)c1C (stereo not drawn)	101	0	104	107
6	96	16	99	COc1ccc(-n2ncc3c2CC(C)(C)CC3NC(=O)Cc2nonc2C)cc1 (stereo not drawn)	99	-11	105	116
0	81	-17	93	CCOC(=O)N1CCN(c2cc(=O)n(-c3cccc(Br)c3)c(=O)[nH]2)CC1	97	9	93	93
0	99	6	113	CCN(CC)C(=O)Cn1c(=O)n(-c2ccccc2)c(=O)c2sccc21	113	0	104	112
0	100	14	102	Cc1ccc(NS(=O)(=O)c2ccc3c(c2)NC(=O)C(C)C(=O)N3)c(Cl)c1 (stereo not drawn)	101	-71	112	99
0	82	-18	88	NC(=O)C1CCCN(CC(O)COCc2ccc(Cl)cc2)C1 (stereo not drawn)	86	19	98	83
0	106	4	114	CCc1ccc(OCC(=O)NNC(=S)NC(=O)C2CCCCC2)c(Br)c1	100	11	100	104
5	102	3	96	O=C(CSc1nnc(Cc2ccccc2)o1)c1ccc(F)cc1	92	0	84	82
2	89	7	95	Cc1cccc(NC(=O)Cn2c(=O)oc3cc(S(=O)(=O)N4CCCC4)ccc32)n1	95	38	93	98
0	/	-9	106	CC(=O)N(C)c1ccc(N=Cc2cc3c(cc2[N+](=O)[O-])OCO3)cc1	/	0	/	96
1	88	1	99	CCOC(=O)CNC(=O)N1CCCC(C(=O)c2cc(C)c(OC)c(C)c2)C1 (stereo not drawn)	97	5	94	99
1	92	12	93	O=C(Nc1ccccc1C(=O)O)c1ccc(Br)o1	91	18	92	95
4	94	-1	94	Cc1ccc(NC(=O)CSc2n[nH]c(-c3ccncc3)n2)c(C)c1	92	8	95	93
2	122	21	98	CCC(C)[C@H]1COCCS(=O)(=O)N1Cc1ccc(Cl)cc1Cl (stereo partly drawn)	77	8	113	99
0	79	8	92	CC(=O)Nc1ccc(C(=O)OCCc2ccccc2)cc1	82	6	75	91
4	97	-22	95	CC(C)N(Cc1cnn(C)c1)Cc1nc(-c2ccc(Cl)cc2)no1	96	14	106	99
2	84	-16	92	CCNc1c(NS(=O)(=O)c2ccc(Cl)s2)c(=O)oc2ccccc12	92	-5	93	101
0	104	-1	100	O=C1CCc2cc(S(=O)(=O)N3CCN(c4cccc(Cl)c4)CC3)ccc2N1	102	-5	103	102
2	94	3	96	CC(Sc1n[nH]c(N)n1)c1nc2scc(-c3cccs3)c2c(=O)[nH]1 (stereo not drawn)	89	16	94	98
5	92	25	98	Cc1cc(F)ccc1S(=O)(=O)Nc1ccccc1C(=O)Nc1ccccc1N1CCOCC1	98	5	/	99
0	100	-16	100	CCn1c(Cn2nnc(-c3ccccc3)n2)nnc1SCC(=O)Nc1cccc(C)c1C	102	4	102	103
1	96	5	97	CCOC(=O)c1ccc(NS(=O)(=O)c2c(C)n[nH]c2C)cc1	98	-4	100	96
0	107	3	102	COc1ccc(-n2c(SCCNCCO)nc3sc4c(c3c2=O)CCCC4)cc1	104	14	103	109
12	92	-5	103	CCOc1ccc(C(C(=O)NCCC(C)C)N(CCO)C(=O)c2snc(C(N)=O)c2N)cc1 (stereo not drawn)	107	22	106	106
3	94	1	101	CC1CCCC(NS(=O)(=O)c2cc3c(cc2Cl)NC(=O)CO3)C1C (stereo not drawn)	106	-42	103	99
2	92	-16	104	COC(=O)c1ccc(CN2CCC(CO)(CCOc3ccccc3)CC2)cc1	103	12	106	108
4	99	3	103	O=C(COC(=O)/C=C/c1ccc(S(=O)(=O)N2CCOCC2)cc1)NCc1ccccc1	107	38	112	111
0	107	-27	98	O=C(COC(=O)c1cncc(Br)c1)NCc1ccccc1Cl	99	-2	99	93
1	103	/	91	C[C@@H]1CN([C@H](C)CO)C(=O)c2cc(NS(=O)(=O)c3cccs3)ccc2O[C@H]1CN(C)Cc1ccccc1	90	10	89	91
0	99	-2	104	COc1nc(C)ccc1-c1noc(-c2ccco2)n1	98	2	98	102
6	85	7	92	COC(=O)[C@]1(Cc2ccccc2)N[C@H](CN(C)C(=O)Nc2ccc(F)cc2)[C@@H]2C(=O)N(C)C(=O)[C@@H]21	94	-6	93	93
1	111	0	100	CCOCC(=O)Nc1cccc(C(=O)OCC)c1	99	2	111	113
4	92	-2	94	CCN(CC(=O)Nc1ccccc1Br)Cc1nc2ccccc2c(=O)[nH]1	103	14	95	104
16	110	2	108	O=C(NCC1CCN(Cc2ccccc2F)CC1)Nc1ccccc1F	95	18	100	110
3	119	-186	100	O=C(CSc1ccc(Br)cc1)Nc1ccc(N2CCOCC2)cc1	110	7	94	95
0	101	0	104	Clc1ccc(-n2nnnc2-c2ccccc2)cc1	103	7	117	97
1	103	-1	102	O=C(NC1CCCCC1)C(c1ccc(F)cc1)N(C(=O)c1cccs1)c1ccc2c(c1)OCO2 (stereo not drawn)	103	6	104	103
8	118	8	99	N#CC1=C(N)SC(N)=C(C#N)C1c1ccoc1	104	-24	117	127
1	94	-6	93	O=C(O)CC(NC(=O)Cc1ccc([N+](=O)[O-])cc1)c1ccc2c(c1)OCO2 (stereo not drawn)	/	-5	99	94
0	108	3	104	Cc1ccc(OCc2ccc([N+](=O)[O-])cc2)c([N+](=O)[O-])n1	103	5	101	105
0	92	-5	108	COc1ccccc1NC(=O)c1ccccc1S(=O)(=O)c1ccccc1[N+](=O)[O-]	97	0	95	92
0	108	3	102	N#Cc1c(NC(=S)NC(=O)c2ccccc2)sc2c1CCN(CCc1ccccc1)C2	101	-205	115	120
5	95	-1	93	CCCn1c(-c2ccc(OC)cc2)nc2c(=O)n(C)c(=O)[nH]c21	100	10	98	100
0	93	4	90	Cc1c(Cl)cccc1-n1c(SCC(=O)NCc2cccs2)nnc1-c1ccncc1	89	3	94	96
0	96	5	95	CCOc1nc(N2CCCCC2)nc(-n2cc(-c3ccccc3)nn2)n1	97	5	96	103
